Assay outcomes: PubChem, several laboratories
Rpn11 block – blocks the human proteasome subunit Rpn11; O00487; human 26S proteasome, Ub4-pepOG fluorescence polarization; 20S core pre-blocked with epoxomicin; calls only at 20 µM; actives 0.59% (n = 360,000);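 active means inhibition at 20 µM, scaled to each plate's controls, above about 33%, limit read from the data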
Target sequence (O00487 whole entry, looked up): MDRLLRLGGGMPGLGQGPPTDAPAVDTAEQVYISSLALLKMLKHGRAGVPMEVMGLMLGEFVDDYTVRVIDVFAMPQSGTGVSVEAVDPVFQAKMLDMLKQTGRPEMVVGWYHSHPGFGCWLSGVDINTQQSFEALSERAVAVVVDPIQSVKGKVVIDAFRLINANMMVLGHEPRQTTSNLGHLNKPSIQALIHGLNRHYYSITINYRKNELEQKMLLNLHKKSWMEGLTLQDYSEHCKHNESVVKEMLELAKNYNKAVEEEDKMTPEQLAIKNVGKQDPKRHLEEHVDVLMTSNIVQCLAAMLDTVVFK
STEP inh – inhibitors of human striatal-enriched phosphatase STEP | P54829 | recombinant STEP, OMFP fluorogenic substrate, fluorescence | inhibition, % at 20 µM | actives 0.25% (n = 360,000) | AID 588621;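 active means inhibition at 20 µM, scaled per plate between control wells, above about 37%, limit read from the data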;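 further: 0% = DMSO with enzyme and substrate and 100% = substrate only without enzyme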
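System: STEP phosphatase, cell-free reaction; Buffer or medium: Bis-Tris pH 6.0 buffer with DTT, detergent; Incubation: 20 min at room temperature, dark; Measured by: fluorescence, 480/540 nm.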
LMPTP block – LMPTP (human) inhibition. recombinant LMPTP-A, OMFP fluorogenic substrate, fluorescence intensity. inhibition, % at 20 µM. actives 0.22% (n = 360,000). AID 651560;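 active means compounds that cut the enzyme signal by at least half of the control window in the single-dose screen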;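 further: plate controls were DMSO wells with enzyme plus substrate for no effect and substrate without enzyme for full effect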
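Material: LMPTP-A; amount: 0.625 nM enzyme; doses: single 20 µM dose; times: reaction 50 min, room temperature, dark; technique: fluorescence intensity of OMFP turnover product; benchmarks: no-enzyme and uninhibited controls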
CSN deneddyl inh – blocks human CSN-mediated cullin deneddylation. Q92905. Purified CSN, SCF-Nedd8-OG deneddylation, fluorescence polarization. inhibition, % at 12.5 µM. actives 0.38% (n = 360,000). AID 651999;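 active means pattern-corrected inhibition above about 35%, with an unprinted fluorescence ratio check between 0.5 and 1.5, limit read from the data, passing the limit was not always enough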;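 further: 0% = enzyme with substrate and 100% = substrate without enzyme; some results filed as inactive read as strong as hits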
Target sequence (Q92905 whole entry, looked up, one chain of several): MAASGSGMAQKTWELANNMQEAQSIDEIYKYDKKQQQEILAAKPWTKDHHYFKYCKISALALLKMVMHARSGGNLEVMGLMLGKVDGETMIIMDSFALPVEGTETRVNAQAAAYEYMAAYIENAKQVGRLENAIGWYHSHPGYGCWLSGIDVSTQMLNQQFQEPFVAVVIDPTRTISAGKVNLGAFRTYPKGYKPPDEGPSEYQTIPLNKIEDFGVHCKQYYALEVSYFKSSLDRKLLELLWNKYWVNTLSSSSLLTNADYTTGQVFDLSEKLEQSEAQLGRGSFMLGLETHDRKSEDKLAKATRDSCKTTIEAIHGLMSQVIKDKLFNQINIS
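test system = HEK293T-derived human Csn5 enzyme | amount = 0.24 nM Csn5 enzyme, final concentration | medium = Tris/NaCl/DTT buffer, pH 7.5 | schedule = 90 min reaction at room temperature | signal = FP | evaluation = inhibition of Csn5 cleavage, % | compound dosing = single dose of 12.5 µM compound with 0.25% DMSO | probe or stimulus = 10 nM SCFSkp2-Nedd8OG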
TbMetRS inhib – Trypanosoma brucei MetRS inhibition; purified T. brucei MetRS, ATP depletion, Kinase-Glo luminescence; actives 0.4% (n = 360,000); inhibition, % at 11.9 µM; AID 624268;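 active means inhibition above a per-plate cutoff of the control wells' mean inhibition plus 3 SD, cut at about 5.5% in these data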;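 further: 0% = DMSO wells median and 100% = median of wells with control inhibitor compound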
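Dosing: 11.9 µM single point; system: parasite MetRS enzyme; technique: luminescence of leftover ATP; times: 15 min enzyme-compound preincubation, 2 h reaction, 10 min detection, 25 °C; replicates: each compound tested once; read-out basis: percent inhibition relative to median high and low control wells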
DNMT1 inh – inhibitors of human DNMT1. actives 0.83% (n = 360,000). P26358. inhibition (reported as % activation of signal), % at 10 µM. DNMT1 molecular beacon, Hinp1I cleavage, fluorescence. AID 588458; in the data active means inhibition above about 50%
Scp-1 inhibitor – Scp-1 (human) phosphatase inhibition. Q9GZU7. Recombinant Scp1, phosphopeptide, malachite green phosphate absorbance. inhibition, % at 20 µM. actives 0.88% (n = 340,000). AID 493091;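 active means inhibition above about 50% at 20 µM, limit read from the data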;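 further: plate controls were DMSO wells with enzyme for no effect and wells lacking enzyme for full effect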
Target sequence (Q9GZU7 76-261 limits assumed): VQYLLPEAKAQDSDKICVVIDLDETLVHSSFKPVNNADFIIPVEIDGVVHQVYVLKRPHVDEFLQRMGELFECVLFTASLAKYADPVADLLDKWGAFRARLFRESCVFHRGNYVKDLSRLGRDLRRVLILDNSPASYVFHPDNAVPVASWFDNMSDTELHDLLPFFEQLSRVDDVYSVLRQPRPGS
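Test system – truncated SCP-1 phosphatase (76-261aa) · Reagent – Phosphorylated 17-residue peptide substrate · Incubation – 45 min room-temperature reaction, 5 min colour, 30 min stabiliser · Detection – colorimetric phosphate reagent with accelerator and stabiliser, absorbance at 630 nm · Measure – % inhibition at 20 µM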
MsrA inhibitor – inhibits bovine methionine sulfoxide reductase A; inhibition, % at 15.5 µM; purified bovine MsrA, absorbance read-out; actives 0.75% (n = 360,000); in the data active means inhibition above about 4.5%;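 further: 0% = vehicle wells with enzyme and 100% = reference inhibitor wells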
SUMO1-SIM PPI – modulators of human SUMO1-mediated protein-protein interactions; P63165; SUMO1 binding to a labelled peptide, TR-FRET, 1 h; inhibition, % at 20 µM; actives 0.33% (n = 360,000); AID 602429; in the data active means inhibition above about 37%
Target sequence (P63165 whole entry, looked up): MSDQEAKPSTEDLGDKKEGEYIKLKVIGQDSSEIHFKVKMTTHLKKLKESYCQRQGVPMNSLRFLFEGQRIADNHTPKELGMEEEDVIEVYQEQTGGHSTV
NadD block – blocks S. aureus nicotinate mononucleotide adenylyltransferase; purified NadD enzyme, colorimetric absorbance read-out; inhibition, % at 20 µM; actives 0.78% (n = 360,000); in the data active means inhibition above about 26%; further: some compounds past the cut are filed as inactive
The depositor's hits bear a star; i = inactive; nt = not tested or not shown; + = active, no number.

entry	structure	Rpn11 block	STEP inh	LMPTP block	CSN deneddyl inh	TbMetRS inhib
1	CC(C)CCC(C)NC(=O)C1CCN(S(=O)(=O)/C=C/c2ccccc2)CC1 (stereo not drawn)	i	-2	0.2	1	-0.4
2	COc1ccc(N(CC(O)CN2C(=O)NC(C)(C)C2=O)S(=O)(=O)c2ccc(C)cc2)cc1 (stereo not drawn)	i	0	-1.5	1	-0.5
3	O=C(Nc1cc2c(cc1C(=O)O)OCCCO2)c1ccc(C(F)(F)F)cc1	i	-3	-0.1	8	0.3
4	CCCCS/C(N)=N/N=C/c1ccccc1O	i	-3	0.6	-2	0.1
5	CCOc1ccc(NC(=O)c2cc(OC)nc3ccccc23)cc1	i	4	-1.3	0	-1.1
6	COc1cccc(CN2CC(C(=O)NCCc3ccc(C)o3)CCC2=O)c1 (stereo not drawn)	i	1	-0.5	1	0.4
7	O=C(/C=C/c1ccco1)NCCc1ccccc1	i	2	2.9	0	-0.6
8	O=C(c1cc2cc(Br)ccc2[nH]1)N1CCc2ccccc21	i	-1	0.6	-1	-0.3
9	COc1cccc(OC)c1OCC(O)CN1CCN(c2ccccc2)CC1 (stereo not drawn)	i	0	-0.4	7	-1.4
10	O=C(COc1ccccc1)N/N=C/c1cc2c(cc1[N+](=O)[O-])OCO2	i	3	0.2	1	0.1

entry	DNMT1 inh	Scp-1 inhibitor	MsrA inhibitor	SUMO1-SIM PPI	NadD block
1	4	-5	-1.4	6	-5
2	0	-2	0.7	-2	-3
3	3	-7	0.7	2	-7
4	-7	-8	3.7	-10	5
5	0	-4	1.2	-6	-6
6	1	-2	0.0	-3	-2
7	2	16	0.5	-10	-3
8	2	-5	-0.7	-16	0
9	1	-1	-0.3	-1	-4
10	-6	-4	1.4	-26	-4

An excerpt from above, reduced to Rpn11 block, STEP inh and NadD block.
| entry | smiles | Rpn11 block | STEP inh | NadD block |
| --- | --- | --- | --- | --- |
| 8 | O=C(c1cc2cc(Br)ccc2[nH]1)N1CCc2ccccc21 | i | -1 | 0 |
| 9 | COc1cccc(OC)c1OCC(O)CN1CCN(c2ccccc2)CC1 (stereo not drawn) | i | 0 | -4 |

Next results:
entry	structure	Rpn11 block	STEP inh	LMPTP block	CSN deneddyl inh	TbMetRS inhib
11	Cc1ccc(NC2CCCN(C(=O)c3cnc4ccccn4c3=O)C2)cc1C (stereo not drawn)	i	-1	-1.0	3	0.9
12	Cc1ccc(CNC(=O)COC(=O)C2CCC2)cc1	i	2	0.4	1	-0.1
13	COc1ccc(CN2CCN(Cc3cccc(Oc4ccccc4)c3)CC2)c(OC)c1OC	i	2	-0.7	-2	-0.5
14	CCOc1ccc(NC(C)C(=O)N/N=C/c2cccs2)cc1 (stereo not drawn)	i	15	-1.1	-1	-0.3
15	O=C(COC(=O)CNC(=O)c1ccc(Br)o1)Nc1ccccc1OC(F)F	i	-2	-0.1	1	0.9
16	Cc1oc2c(c1C(=O)O)C(=O)c1ccccc1C2=O	i	7	-1.3	1	0.6
17	CCCN(CC(=O)Nc1ccccc1C)C(=O)/C=C/c1ccc(OCC)c(OC)c1	i	-1	-6.1	-7	-0.5
18	Cc1occc1-c1nnc(SCC(=O)c2ccc(Cl)cc2)n1C	i	0	0.9	-3	0.4
19	Cc1ccc2nc(NC(=O)COC(=O)c3cccnc3)sc2c1	i	-1	0.2	-2	-0.2
20	Cc1c(C=O)c2cc(OCc3ccccc3)ccc2n1C	i	-1	0.8	1	-0.9

entry	DNMT1 inh	Scp-1 inhibitor	MsrA inhibitor	SUMO1-SIM PPI	NadD block
11	-3	-11	2.6	-3	1
12	0	47	-0.2	1	-2
13	2	-9	-0.2	1	-9
14	-3	3	0.1	-4	-1
15	-1	-6	-0.5	2	-6
16	-10	-10	-0.5	-13	1
17	-6	-1	2.4	-31	-2
18	21	-13	0.4	-1	8
19	-4	27	1.1	5	0
20	-2	-6	1.2	1	-7

More structures follow:
entry	structure	Rpn11 block	STEP inh	LMPTP block	CSN deneddyl inh	TbMetRS inhib
21	N#Cc1nc(COc2cccc(Cl)c2)oc1NCc1ccncc1	i	-3	2.1	1	-0.3
22	OCCCNc1ncnc2sc3c(c12)CCN(Cc1ccccc1)C3	i	7	11	10	-0.4
23	C=CCSc1nnc(NC(=O)c2c(CC)noc2C)s1	i	0	-0.1	3	-0.1
24	CC(C)n1cnc2c(Nc3ccc(C(=O)O)cc3)nc(Cl)nc21	i	3	-0.8	4	0.6
25	O=C(CSc1nc(-c2ccccc2)ns1)N1CCOCC1	i	6	-2.5	0	-0.5
26	CCOc1cc2c(cc1O)C(=NOC)CC1C2CCC2(C)C(O)CCC12 (stereo not drawn)	i	-2	0.4	-4	-0.3
27	CCN(CC)c1ccc2cc(C(N)=O)c(=O)oc2c1	+	-6	-0.9	12	0.0
28	O=C1/C(=C\c2ccc(Cl)c(Cl)c2)CN(C(=O)CCN2CCOCC2)C/C1=C/c1ccc(Cl)c(Cl)c1	i	10	1.9	20	-0.3
29	Cc1cccc(C(=O)OCC(=O)N2c3ccccc3CC2C)c1C (stereo not drawn)	i	0	0.4	-1	-0.4
30	O=C(CN1CCOCC1)NNC(=O)c1ccc(Cl)cc1	i	-3	-1.4	-2	-0.1

entry	DNMT1 inh	Scp-1 inhibitor	MsrA inhibitor	SUMO1-SIM PPI	NadD block
21	0	-4	-0.4	-3	6
22	-4	-11	3.2	2	3
23	6	-6	-0.3	7	9
24	6	-11	0.8	6	-7
25	0	-2	-1.3	6	-3
26	-6	-8	0.5	2	0
27	1	9	-0.3	-22	0
28	-14	10	0.8	3	7
29	8	nt	0.5	-3	-8
30	1	-5	0.4	-6	-2

The list goes on:
entry	structure	Rpn11 block	STEP inh	LMPTP block	CSN deneddyl inh	TbMetRS inhib
31	N#Cc1cnn2ccn(C3OC(CO)C(O)C3O)c12 (stereo not drawn)	i	2	1.0	3	-0.8
32	Cc1nn(S(=O)(=O)c2ccc(Cl)cc2)c(C)c1Sc1ccc([N+](=O)[O-])cc1	i	-2	-6.6	0	-0.1
33	CCOc1cc(NC(=S)NC)c(OCC)cc1NC(=O)c1cccs1	i	2	0.3	1	-0.8
34	CC(C)C(c1nnnn1Cc1ccccc1)N1CCN(Cc2ccc3c(c2)OCO3)CC1 (stereo not drawn)	i	-13	0.0	-4	-1.6
35	C/C(=N/NC(=O)CNC(=O)c1ccco1)c1ccc(Cl)cc1	i	-1	0.7	-11	0.0
36	Cc1nn(-c2ccccc2)c(/N=C/c2ccccc2O)c1-c1ccccc1	i	1	0.1	2	-0.3
37	O=C(c1cc(F)ccc1F)C1CCCN(C(=O)CCN2CCCCO2)C1 (stereo not drawn)	i	-1	0.0	0	-0.2
38	O=C(Nc1ccccc1N1CCCCC1)c1cc(S(=O)(=O)N2CCOCC2)ccc1F	i	6	2.5	4	-0.3
39	COc1ccc(C2=CC(=O)OC3(CCCC3)O2)cc1	i	-7	-1.3	3	-1.0
40	C(=C(c1ccccc1)c1ccccc1)c1ccccn1	i	0	1.9	-3	0.3

entry	DNMT1 inh	Scp-1 inhibitor	MsrA inhibitor	SUMO1-SIM PPI	NadD block
31	1	-11	-0.2	-5	-5
32	1	1	0.6	-13	-5
33	-1	-12	-0.1	5	-5
34	0	1	-1.6	-1	-2
35	1	-5	-0.6	-2	0
36	-1	-2	-0.1	1	1
37	-3	-3	0.3	3	-1
38	-2	-6	0.6	-1	2
39	3	-8	1.4	-1	-7
40	1	4	1.1	-7	1

(more compounds)
entry	structure	Rpn11 block	STEP inh	LMPTP block	CSN deneddyl inh	TbMetRS inhib
41	Cc1cnc(NC(=O)CSCc2c(C)noc2C)s1	i	-5	0.1	0	-0.3
42	CCN(c1ccc(OC)cc1)S(=O)(=O)N1CCCC(C(=O)NCc2cccc(C)c2)C1 (stereo not drawn)	i	1	1.7	0	0.0
43	CCN1CCN(CC(=O)N2N=C(c3cccs3)CC2c2ccc(C)cc2)C(=O)C1=O (stereo not drawn)	i	1	-2.1	1	0.2
44	CC(C)c1ccc(NC(=O)CN2C(=O)NC3(CCCCCCC3)C2=O)cc1	i	0	-1.0	5	-0.2

entry	DNMT1 inh	Scp-1 inhibitor	MsrA inhibitor	SUMO1-SIM PPI	NadD block
41	-1	-15	-0.8	4	-3
42	1	0	-0.7	-2	-2
43	-1	-6	0.3	-14	13
44	3	-16	0.8	0	1

Entries of single compounds from above.
COc1ccc(C2=CC(=O)OC3(CCCC3)O2)cc1 is listed as Rpn11 block = i; STEP inh = -7; LMPTP block = -1.3; CSN deneddyl inh = 3; TbMetRS inhib = -1.0; DNMT1 inh = 3; Scp-1 inhibitor = -8; MsrA inhibitor = 1.4; SUMO1-SIM PPI = -1; NadD block = -7
N#Cc1cnn2ccn(C3OC(CO)C(O)C3O)c12 (stereo not drawn) is listed as Rpn11 block = i; STEP inh = 2; LMPTP block = 1.0; CSN deneddyl inh = 3; TbMetRS inhib = -0.8; DNMT1 inh = 1; Scp-1 inhibitor = -11; MsrA inhibitor = -0.2; SUMO1-SIM PPI = -5; NadD block = -5
Cc1ccc2nc(NC(=O)COC(=O)c3cccnc3)sc2c1 is listed as Rpn11 block = i; STEP inh = -1; LMPTP block = 0.2; CSN deneddyl inh = -2; TbMetRS inhib = -0.2; DNMT1 inh = -4; Scp-1 inhibitor = 27; MsrA inhibitor = 1.1; SUMO1-SIM PPI = 5; NadD block = 0
